Assay outcomes as filed in PubChem.
C2C12 statin – protects C2C12 myotubes from simvastatin toxicity. AID 602340. rescue of ATP level, % at 7.49 µM. 330,000 tested, 0.78% active. ATP luminescence, 48 h; scaled: DMSO 0, geranylgeraniol control 100;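 active = mean ATP rescue above about 67%, or every replicate alone reaching that limit, limit read from the data, passing the limit was not always enough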;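 also: myotubes were challenged with 10 µM simvastatin during compound exposure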
DENV2 CPE rescue – DENV2-induced cell death inhibition | AID 651640 | DENV2-infected cells, cytopathic effect rescue, plate reader | 350,000 tested, 1.7% active | CPE inhibition, % at 9.99 µM; in the data active = CPE inhibition above about 20%, passing the limit was not always enough; tested in BHK-21 cells;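 also: 0% = median of neutral control wells and 100% = median of positive control wells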
PglD inh – PglD (C. jejuni) enzyme inhibition; 360,000 tested, 0.098% active; inhibition, % at 12.5 µM; purified PglD enzyme, DTNB colorimetric CoA detection; in the data active = inhibition above about 16%, passing the limit was not always enough; also: strong numbers were not always called active
* hit, by the source's call; . = not tested or not shown. Only part of the results is shown; the hit share may differ from the screen's.

The line under a structure holds: C2C12 statin | DENV2 CPE rescue | PglD inh
1. COc1ccc(NC(=O)C2CCN(C(=O)NCc3ccccc3)CC2)cc1
→ -2 | . | -1
2. Cn1nnnc1SCC(=O)N(C1CCCCC1)C1CCCCC1
→ -8 | . | 2
3. CN1C(=S)SC(/[N+]([O-])=C\c2ccco2)C1(C)C (stereo unspecified)
→ 7 | . | 2
4. CCc1nc(C)c(C#N)c2cc(OC)c(OC)cc12
→ -6 | . | 0
5. COCCNC(=O)CNS(=O)(=O)c1ccc2nc(C)sc2c1
→ -8 | . | 0
6. CC(C)CC(c1nnnn1C1CCCC1)N1CCN(c2ccccc2F)CC1 (stereo unspecified)
→ 117* | . | -4
7. CCCCn1c(=O)n(CC(=O)Nc2c(CC)cccc2CC)c(=O)c2c1nc(CO)n2CCC
→ 3 | . | -2
8. CC(=O)Nc1ccc(C(=O)OCc2ccc(Cl)cc2)cc1
→ 1 | . | 3
9. CCOC(=O)CN1C(=O)C(Sc2n[nH]c(-c3ccc(O)cc3)n2)CCc2ccccc21 (stereo unspecified)
→ -1 | . | -3
10. COc1ccc(-c2nc(C#N)c(NCc3cccnc3)o2)cc1OC
→ 3 | . | -2
11. COC(=O)c1ccc(Oc2nc(Nc3ccccc3)nc(N(C)C)n2)cc1
→ 0 | . | 5
12. CCn1cc(C(=O)NCc2ccco2)c(=O)c2cc(S(=O)(=O)N3CCC(C)CC3)ccc21
→ -8 | . | 3
13. CC(=O)c1cccc(NC(=O)CCS(=O)(=O)c2cccc3nsnc23)c1
→ -1 | . | 3
14. Cc1cccc(C)c1NC(=O)C1CCCN1S(=O)(=O)c1ccc2c(c1)n(C)c(=O)c(=O)n2C (stereo unspecified)
→ 2 | . | -1
15. CCOCc1nnc(NC(=O)c2c(OC)cccc2OC)s1
→ 14 | . | -1
16. Cc1ccc2nc(-c3ccncc3)cc(-c3ccccc3)c2c1
→ 10 | . | 5
17. COC(=O)[C@H](CCSC)NC(=O)Nc1ccc(OC)c(Cl)c1
→ -3 | . | 3
18. N/C(=N\OS(=O)(=O)c1ccc2ccccc2c1)c1ccncc1
→ 22 | . | -1
19. COc1ccccc1CC1(C)NC(=O)N(CC(=O)Nc2cc(C)on2)C1=O (stereo unspecified)
→ -4 | . | -2
20. CC(C(=O)NCCC1=CCCCC1)N1C(=O)c2ccccc2C1=O (stereo unspecified)
→ 1 | . | 6
21. CNC(=O)c1ccccc1-c1ccccc1
→ 12 | . | 1
22. Cn1c(SCC(N)=O)nnc1C1CCN(S(=O)(=O)c2ccccc2C(F)(F)F)CC1
→ -1 | . | -2
23. COc1ccc(N2CC(C(=O)NCCCN3CCOCC3)CC2=O)cc1 (stereo unspecified)
→ -8 | . | -2
24. CCCOc1ccc(N2C(=O)C3C(C(C)C)NC4(C(=O)c5ccccc5C4=O)C3C2=O)cc1 (stereo unspecified)
→ 1 | . | -9
25. CCn1c(COc2ccc(Cl)cc2)nnc1SCC(=O)Nc1ccc2c(c1)OCCO2
→ 12 | . | 0
26. COc1ccc(-n2c(COc3ccc(C)cc3)nnc2SCC(N)=O)cc1
→ 25 | . | 1
27. CNS(=O)(=O)c1cc(OCC(N)=O)c(C)cc1Cl
→ 6 | . | 1
28. CC(=O)c1cccc(NC(=O)c2ccco2)c1
→ 0 | . | 0
29. NC(=S)N/N=C/c1cc([N+](=O)[O-])ccc1OCCOc1ccccc1
→ -60 | . | -4
30. COc1cccc(-n2nnc3c(=O)n(Cc4ccc(Cl)cc4)cnc32)c1
→ 11 | . | 2
31. O=C(CCn1c(=O)c2sccc2n(CC(=O)OCc2ccccc2)c1=O)NCc1ccccc1
→ 6 | . | -2
32. CCCOc1ccc(-c2nnc(-c3ccco3)o2)cc1
→ -6 | . | 0
33. Cc1ccc(Nc2nc(Oc3ccc(OCc4ccccc4)nn3)nc(N3CCOCC3)n2)cc1
→ 10 | . | -2
34. CNC(=O)Nc1cc(C(C)(C)C)no1
→ 3 | . | -6
35. CCCC(C)NS(=O)(=O)c1ccc(OC)c(C)c1 (stereo unspecified)
→ 1 | . | 0
36. O=C(Cn1nc(Cl)nc1Cl)Nc1ccccc1
→ 12 | . | 5
37. COc1ccc(/C=N/NC(=O)c2ccn[nH]2)cc1COc1ccc(Cl)cc1Cl
→ 1 | . | 2
38. COCC(=O)n1nc(NCc2ccc(OC)cc2)nc1NCc1ccc(OC)cc1
→ 11 | . | -1
39. CCN(CC)CCCNC(=O)Cc1c(C(=O)O)n(C)c2ccccc12
→ -10 | . | -1
40. Cc1ccc(-c2ccc(OCC(=O)N3CCOCC3)cc2)cc1
→ -1 | . | 2
41. Cc1cc(=O)n2nc(N3CCCC3C(=O)NCCCN3CC(C)CC(C)C3)sc2n1 (stereo unspecified)
→ 25 | . | 4
42. COCCN(C(=O)CNC(=O)c1ccco1)C(C(=O)NC1CCCCC1)c1cccs1 (stereo unspecified)
→ -8 | . | 0
43. CCOC(=O)c1cnc2ccc(OCC)cc2c1N1CCN(c2ccccc2OC)CC1
→ 3 | . | 0
44. CCOC(=O)c1nc(Nc2ccc(OC)cc2)c2ccccc2n1
→ -3 | . | 3
45. NC(=O)CSc1nnc(-c2cccc(S(=O)(=O)N3CCOCC3)c2)n1C1CCCCCC1
→ -3 | . | 9
46. COc1cc(C2=NOC(C(=O)N3CCN(c4ccc(F)cc4)CC3)C2)cc(OC)c1OC (stereo unspecified)
→ 34 | . | -5
47. C/C(=C\c1ccccc1)CN1CCC(C(=O)N2CCC(C)CC2)CC1
→ 14 | . | 1
48. CCN1CCN(CNC(=O)c2cnccn2)CC1
→ 1 | . | 1
49. O=C1CCC([N+](=O)[O-])C(c2ccc(Cl)cc2Cl)N1 (stereo unspecified)
→ 70* | . | 0
50. COc1ccc(S(=O)(=O)N(C)CC(=O)Nc2cccc(C(C)=O)c2)cc1Cl
→ 27 | . | 4
51. CC(=O)N(C(C)=O)c1ncc2c([nH]c3ccccc32)c1C#N
→ 22 | . | -1
52. Cc1ccc(S(=O)(=O)N2CCCC2C(=O)O)s1 (stereo unspecified)
→ 7 | . | 1
53. CCOc1ccc(OCc2ccc(C(=O)Nc3cccnc3)o2)cc1
→ -23 | . | 4
54. O=C(O)CCCCCN1C(=O)CCC1=O
→ 13 | . | -4
55. COC(=O)C1=C(C)N(Cc2ccccc2)C(=NCc2ccccc2)N[C@H]1c1cccc(C(F)(F)F)c1
→ -92 | . | -6
56. O=C(NC1(C(F)(F)F)NC(=O)N(Cc2ccccc2)C1=O)c1cccnc1 (stereo unspecified)
→ 8 | . | -7
57. Cc1ccc(/C=N/NC(=O)c2sccc2OCc2ccc(F)cc2)cc1
→ -50 | . | -4
58. CCC(CC)c1nnc(NC(=O)c2ccc3ccccc3n2)s1
→ -21 | . | -1
59. COc1c(Cl)cc(C(=O)Nc2ccccc2C(=O)O)cc1Cl
→ -26 | . | -1
60. COC(=O)c1ccc2c(=O)n(CC3CCCO3)c(SCC(=O)Nc3ccccc3Cl)nc2c1 (stereo unspecified)
→ 15 | . | -1

Entries of single compounds as entered above:
O=C(NC1(C(F)(F)F)NC(=O)N(Cc2ccccc2)C1=O)c1cccnc1 (stereo unspecified) as listed: C2C12 statin: 8; DENV2 CPE rescue: .; PglD inh: -7
Cc1ccc(/C=N/NC(=O)c2sccc2OCc2ccc(F)cc2)cc1 as listed: C2C12 statin: -50; DENV2 CPE rescue: .; PglD inh: -4

Carrying on:
The line under a structure holds: C2C12 statin | DENV2 CPE rescue | PglD inh
61. CC1=C(C#N)C(Nc2cccc(C)n2)(C(F)(F)F)C(=O)N1 (stereo unspecified)
→ -8 | . | -2
62. COc1cccc(/C=N/NC(=O)c2ccc(COc3ccc(Cl)cc3Cl)o2)c1
→ 5 | . | 5
63. Cc1ccc2nc(NCc3ccco3)c(C=NCc3ccco3)c(=O)n2c1
→ 16 | . | -2
64. Cc1c(NC(=S)/C=C2\N(C)c3ccccc3C2(C)C)c(=O)n(-c2ccccc2)n1C
→ 25 | . | -6
65. CC(C)Cn1nc(NS(=O)(=O)c2ccccc2)c2cc3ccccc3nc21
→ 0 | . | 1
66. CC(=O)c1cccc(N(CC(=O)N2CCCCC2)S(C)(=O)=O)c1
→ 21 | . | -3
67. O=C(CNC(=O)c1ccco1)OCc1ccc(Br)cc1
→ -1 | . | -1
68. CCOC(=O)C1CCCN(C(=O)c2ccc3c(=O)n(CCOC)c(=S)[nH]c3c2)C1 (stereo unspecified)
→ -10 | . | -6
69. Cc1cccc(S(=O)(=O)NCC2CCCO2)c1 (stereo unspecified)
→ 13 | . | -1
70. CC(=O)c1cccc(NC(=O)N2CCCC2C(=O)NCc2ccc(F)cc2)c1 (stereo unspecified)
→ 21 | . | -3
71. Cc1cc(C)cc(-n2c3nc4ccccc4nc3c3c(=O)n(Cc4ccco4)cnc32)c1
→ 27 | . | 7
72. O=C(COC(=O)CCC(=O)c1cccs1)Nc1cc(S(=O)(=O)N2CCOCC2)ccc1Cl
→ -1 | . | -3
73. COc1cc(CNCCO)cc(Br)c1OCc1ccccc1Cl
→ 0 | . | -4
74. Nc1nc(NCc2c(F)cccc2Cl)nn1-c1ccccc1
→ 101* | . | 0
75. N/C(Cc1cccs1)=N\OC(=O)COc1ccc(Br)cc1Cl
→ 7 | . | 1
76. Cc1ccc(NC(=O)CCn2cccc2)cc1C
→ -6 | . | 0
77. CCC1(C)Cc2ccccc2-c2nc(NCCO)n(-c3ccccc3)c(=O)c21 (stereo unspecified)
→ 1 | . | -5
78. O=C1C(Cc2ccccc2)Nc2ncnc(N3CCCCC3)c2N1Cc1ccc(Cl)cc1 (stereo unspecified)
→ 17 | . | 9
79. CCCc1cc(=O)[nH]c(SCCOc2ccc(Cl)cc2)n1
→ 1 | . | 5
80. O=C(Nc1ccc(-c2nc3ccccc3[nH]2)cc1)c1ccco1
→ -62 | . | -4
81. COc1ccc(C(CNC(=O)c2ccc(S(=O)(=O)N3CCOCC3)cc2)N2CCCCC2)cc1 (stereo unspecified)
→ 27 | . | -4
82. COc1cc2c(cc1NC(=O)CN1CCN(S(=O)(=O)c3ccc(C)cc3)CC1)oc1ccccc12
→ 2 | . | 6
83. Cc1ccc(S(=O)(=O)Nc2ccc3c(c2)C(=O)N([C@@H](C)CO)C[C@H](C)[C@H](CN(C)Cc2ccccc2)OCCCC[C@H](C)O3)cc1
→ . | -26 | -2
84. CN(C)CC#Cc1ccc([C@@H]2[C@H]3CN(C(=O)C4CC4)CCCCN3[C@H]2CO)cc1
→ . | 3 | 1

Excerpt, compounds 56 to 81
The line under a structure holds: C2C12 statin | DENV2 CPE rescue | PglD inh
56. O=C(NC1(C(F)(F)F)NC(=O)N(Cc2ccccc2)C1=O)c1cccnc1 (stereo unspecified)
→ 8 | . | -7
57. Cc1ccc(/C=N/NC(=O)c2sccc2OCc2ccc(F)cc2)cc1
→ -50 | . | -4
58. CCC(CC)c1nnc(NC(=O)c2ccc3ccccc3n2)s1
→ -21 | . | -1
59. COc1c(Cl)cc(C(=O)Nc2ccccc2C(=O)O)cc1Cl
→ -26 | . | -1
60. COC(=O)c1ccc2c(=O)n(CC3CCCO3)c(SCC(=O)Nc3ccccc3Cl)nc2c1 (stereo unspecified)
→ 15 | . | -1
61. CC1=C(C#N)C(Nc2cccc(C)n2)(C(F)(F)F)C(=O)N1 (stereo unspecified)
→ -8 | . | -2
62. COc1cccc(/C=N/NC(=O)c2ccc(COc3ccc(Cl)cc3Cl)o2)c1
→ 5 | . | 5
63. Cc1ccc2nc(NCc3ccco3)c(C=NCc3ccco3)c(=O)n2c1
→ 16 | . | -2
64. Cc1c(NC(=S)/C=C2\N(C)c3ccccc3C2(C)C)c(=O)n(-c2ccccc2)n1C
→ 25 | . | -6
65. CC(C)Cn1nc(NS(=O)(=O)c2ccccc2)c2cc3ccccc3nc21
→ 0 | . | 1
66. CC(=O)c1cccc(N(CC(=O)N2CCCCC2)S(C)(=O)=O)c1
→ 21 | . | -3
67. O=C(CNC(=O)c1ccco1)OCc1ccc(Br)cc1
→ -1 | . | -1
68. CCOC(=O)C1CCCN(C(=O)c2ccc3c(=O)n(CCOC)c(=S)[nH]c3c2)C1 (stereo unspecified)
→ -10 | . | -6
69. Cc1cccc(S(=O)(=O)NCC2CCCO2)c1 (stereo unspecified)
→ 13 | . | -1
70. CC(=O)c1cccc(NC(=O)N2CCCC2C(=O)NCc2ccc(F)cc2)c1 (stereo unspecified)
→ 21 | . | -3
71. Cc1cc(C)cc(-n2c3nc4ccccc4nc3c3c(=O)n(Cc4ccco4)cnc32)c1
→ 27 | . | 7
72. O=C(COC(=O)CCC(=O)c1cccs1)Nc1cc(S(=O)(=O)N2CCOCC2)ccc1Cl
→ -1 | . | -3
73. COc1cc(CNCCO)cc(Br)c1OCc1ccccc1Cl
→ 0 | . | -4
74. Nc1nc(NCc2c(F)cccc2Cl)nn1-c1ccccc1
→ 101* | . | 0
75. N/C(Cc1cccs1)=N\OC(=O)COc1ccc(Br)cc1Cl
→ 7 | . | 1
76. Cc1ccc(NC(=O)CCn2cccc2)cc1C
→ -6 | . | 0
77. CCC1(C)Cc2ccccc2-c2nc(NCCO)n(-c3ccccc3)c(=O)c21 (stereo unspecified)
→ 1 | . | -5
78. O=C1C(Cc2ccccc2)Nc2ncnc(N3CCCCC3)c2N1Cc1ccc(Cl)cc1 (stereo unspecified)
→ 17 | . | 9
79. CCCc1cc(=O)[nH]c(SCCOc2ccc(Cl)cc2)n1
→ 1 | . | 5
80. O=C(Nc1ccc(-c2nc3ccccc3[nH]2)cc1)c1ccco1
→ -62 | . | -4
81. COc1ccc(C(CNC(=O)c2ccc(S(=O)(=O)N3CCOCC3)cc2)N2CCCCC2)cc1 (stereo unspecified)
→ 27 | . | -4
